# NR3A LBD binder: NR3A (human) ligand-binding domain modulation; NR3A LBD differential scanning fluorimetry, Tm shift; 0% = protein alone, 100% = glycine-bound protein; Tm shift relative to glycine control, % at 25 µM; 340,000 compounds, 2.5% hits; AID 1259313;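 active means melting temperature shift of at least 10% of the positive control shift, at one fixed dose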
# APOBEC3G inh: inhibitors of human APOBEC3G DNA deaminase; Q9HC16; recombinant A3G, ssDNA deamination FAM/TAMRA fluorescence; inhibition, % at 20 µM; 330,000 compounds, 0.28% hits;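 active means inhibition of at least 40% at 20 µM, with no more than 30% in the related APOBEC3A deaminase screen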;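 further: plate controls were DMSO wells with A3G for no effect and wells lacking A3G enzyme for full effect; some compounds called inactive have numbers as strong as hits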
# Gli-Sufu antag: Gli-Sufu pathway antagonism | Sufu-KO-LIGHT fibroblasts, Gli luciferase reporter luminescence | inhibition, % at 5 µM | 340,000 compounds, 0.74% hits | AID 588413;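 active means inhibition above about 55%, limit read from the data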;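 further: 0% = DMSO-treated cells and 100% = wells with medium but no cells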
# EBI2 antag: antagonists of human EBI2 receptor. P32249. EBI2 beta-arrestin recruitment, luminescence, 7a,25-OHC stimulated. inhibition, % at 5 µM. 360,000 compounds, 0.81% hits. AID 651636; in the data active means inhibition above about 38%;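 further: enzyme fragment complementation signal reports receptor beta-arrestin coupling in cells; 0% = agonist plus DMSO wells and 100% = wells without agonist; some results beyond the cut were filed as inactive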
# Target sequence (P32249 whole entry, looked up, the tested form may be a part): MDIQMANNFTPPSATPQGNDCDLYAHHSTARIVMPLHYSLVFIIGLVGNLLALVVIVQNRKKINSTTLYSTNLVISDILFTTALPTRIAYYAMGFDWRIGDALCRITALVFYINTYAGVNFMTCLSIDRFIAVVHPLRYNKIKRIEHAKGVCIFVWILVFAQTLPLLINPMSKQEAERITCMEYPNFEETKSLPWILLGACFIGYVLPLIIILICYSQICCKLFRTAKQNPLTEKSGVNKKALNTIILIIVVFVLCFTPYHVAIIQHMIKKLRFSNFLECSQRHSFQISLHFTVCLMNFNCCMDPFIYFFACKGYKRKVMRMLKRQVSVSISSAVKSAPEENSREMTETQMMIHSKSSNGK
# MPTP block: permeability transition pore inhibition | AID 602449 | inhibition, % at 10 µM | 360,000 compounds, 1.4% hits | isolated mouse mitochondria, Ca2+ swelling absorbance, 30 min;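 active means inhibition of 50% or more, scaled per plate between neutral and stimulator controls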;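 further: 0% = DMSO wells given calcium and 100% = 1 mM EGTA wells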
# APOBEC3A inh: inhibitors of human APOBEC3A DNA deaminase; P31941; 330,000 compounds, 0.41% hits; recombinant A3A, FAM/TAMRA ssDNA deamination fluorescence; inhibition, % at 20 µM;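 active means at least 40% inhibition at 20 µM here, with at most 30% in a related deaminase screen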;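 further: plate controls were A3A with DMSO for no effect and wells lacking A3A enzyme for full effect; some results filed as inactive read as strong as hits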
# Target sequence (P31941 whole entry, looked up): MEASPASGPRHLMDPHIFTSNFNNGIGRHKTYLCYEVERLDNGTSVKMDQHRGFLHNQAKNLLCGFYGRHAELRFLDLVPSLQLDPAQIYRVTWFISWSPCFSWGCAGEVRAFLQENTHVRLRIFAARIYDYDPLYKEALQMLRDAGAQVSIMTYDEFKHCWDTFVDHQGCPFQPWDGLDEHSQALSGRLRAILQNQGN
# CCR6 antag: CCR6 (human) receptor antagonism; CHO-K1 CCR6 PathHunter beta-arrestin, luminescence, CCL20-stimulated; inhibition, % at 20 µM; 340,000 compounds, 0.49% hits;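 active means compounds whose inhibition of the agonist-driven luminescence signal at 20 µM reaches about 50%, limit read from the data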;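 further: cells stimulated with CCL20 at 14 nM final; plate controls were DMSO with CCL20 for no effect and DMSO without agonist for full effect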
# Target sequence (P51684 whole entry, looked up): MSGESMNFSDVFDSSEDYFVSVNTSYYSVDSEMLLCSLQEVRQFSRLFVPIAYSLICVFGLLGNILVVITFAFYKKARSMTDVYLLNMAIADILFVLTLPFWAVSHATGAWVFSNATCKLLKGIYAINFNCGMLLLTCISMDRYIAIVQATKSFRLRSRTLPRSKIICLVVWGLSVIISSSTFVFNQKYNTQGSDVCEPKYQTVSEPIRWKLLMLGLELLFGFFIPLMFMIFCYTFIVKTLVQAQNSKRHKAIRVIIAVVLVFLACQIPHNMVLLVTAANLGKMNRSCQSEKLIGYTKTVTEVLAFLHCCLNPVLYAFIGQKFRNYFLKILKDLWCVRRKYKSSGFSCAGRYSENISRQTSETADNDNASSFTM
# CXCR6 inh: CXCR6 (human) receptor inhibition | inhibition, % at 20 µM | O00574 | 360,000 compounds, 0.36% hits | CHO-K1 PathHunter CXCR6 beta-arrestin, luminescence; in the data active means inhibition above about 34%, passing the limit was not always enough;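 further: antagonist mode with CXCL16 agonist at 10 nM final; 0% = 10 nM CXCL16 with DMSO and 100% = unstimulated wells without agonist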
# * hit, by the source's call; nt = not tested or not shown. Outcome played no part in choosing rows. About 5.8% of those tested had a hit in this group.
# The line under a structure holds: NR3A LBD binder | APOBEC3G inh | Gli-Sufu antag | EBI2 antag | MPTP block | APOBEC3A inh | CCR6 antag | CXCR6 inh
CCOCCn1c(=O)c2c(nc3n2CCN3c2ccc(C)cc2)n(C)c1=O
 : -1 | 2 | 2 | nt | nt | 1 | 7 | nt
Cc1ccc2oc(=O)c3cnn(CC(=O)NCCCOC(C)C)c3c2c1
 : -5 | 3 | 38 | -4 | -1.2 | 3 | 13 | -3
CCS(=O)(=O)n1nc(-c2ccc(OC)cc2)nc1SC
 : 0 | -4 | -25 | -8 | 1.9 | 2 | 16 | 3
O=C(Nc1ccccc1Oc1ccccc1)c1ccc(Br)o1
 : -1 | -4 | 4 | 11 | 8.7 | -1 | 14 | 0
O=C(CN1CCN(c2ccccc2F)CC1)NCc1ccccc1
 : 1 | 21 | -22 | -4 | -1.2 | -6 | -3 | 2
Cc1cc2oc(=O)ccc2cc1[N+](=O)[O-]
 : -2 | -10 | -7 | 0 | -1.0 | -2 | 5 | -4
COc1ccc(NC(=O)c2cccc(S(=O)(=O)N3CCCC3)c2)cc1OC
 : -8 | -7 | -5 | -6 | -2.5 | -1 | -2 | 3
CN(CC(=O)Nc1ccc(F)cc1)S(=O)(=O)c1ccc2c(c1)c(=O)n(C)c(=O)n2C
 : 10* | -1 | -18 | -8 | -1.7 | -2 | -3 | -5
CC(C)C(=O)Nc1cccc(COc2cccc(CN(Cc3ccccc3)C(=O)OC(C)(C)C)c2)c1
 : -1 | nt | 6 | 19 | 2.2 | nt | 10 | 11
O=S(=O)(Cc1cc(-c2ccccc2)no1)c1ccccc1
 : 0 | -13 | -30 | 9 | -1.1 | 2 | 17 | 2
CCNC(=S)N/N=C/c1ccc(C(=O)O)cc1
 : 0 | -9 | -1 | -7 | 0.0 | -10 | -8 | -1
O=C(Cc1ccc(F)cc1)Nc1ccc2[nH]ncc2c1
 : 1 | -2 | -18 | -6 | 0.7 | -5 | -18 | 1
Cc1ccc(N2C(=O)N(Cc3ccccc3C)c3ccccc3S2(=O)=O)cc1
 : 3 | -6 | 5 | 7 | 8.3 | -2 | 10 | 1
Cc1nc2sccn2c(=O)c1S(=O)(=O)Nc1ccc(N2CCN(C(=O)C(C)C)CC2)cc1
 : 0 | 2 | 32 | 10 | 0.7 | -5 | 5 | 1
Cc1cc2c(=O)n(CC(=O)NCC(=O)Nc3ccc(C(C)C)cc3)cnc2s1
 : -2 | -10 | -6 | -7 | 0.6 | -11 | 8 | 0
CC1(c2nnc(Cc3ccccc3)o2)CC(c2cccc(F)c2)=NO1 (centres undefined)
 : 1 | 9 | -2 | -4 | 0.8 | 3 | 2 | -5
COc1cc(CNCCO)cc(Br)c1OCc1cccs1
 : 1 | -2 | -3 | -11 | -4.3 | -4 | 7 | -12
CS(=O)(=O)c1ccc2nc(NC(=O)CCNC(=O)c3ccc([N+](=O)[O-])cc3)sc2c1
 : 1 | -6 | -32 | -7 | -3.4 | 14 | -4 | -12
CSc1ccc(NC(=O)NCc2cccnc2)cc1
 : -1 | -6 | 17 | -11 | 0.7 | -2 | -3 | -2
CC(OC(=O)CSCC(=O)Nc1ccc(Cl)cc1)C(=O)N(C)Cc1ccccc1 (centres undefined)
 : -2 | nt | -15 | 3 | 1.9 | nt | 0 | -7

# Grouped by structure: those above with a nitro group on carbon (two)
# The line under a structure holds: NR3A LBD binder | APOBEC3G inh | Gli-Sufu antag | EBI2 antag | MPTP block | APOBEC3A inh | CCR6 antag | CXCR6 inh
Cc1cc2oc(=O)ccc2cc1[N+](=O)[O-]
 : -2 | -10 | -7 | 0 | -1.0 | -2 | 5 | -4
CS(=O)(=O)c1ccc2nc(NC(=O)CCNC(=O)c3ccc([N+](=O)[O-])cc3)sc2c1
 : 1 | -6 | -32 | -7 | -3.4 | 14 | -4 | -12

# Additional records:
# The line under a structure holds: NR3A LBD binder | APOBEC3G inh | Gli-Sufu antag | EBI2 antag | MPTP block | APOBEC3A inh | CCR6 antag | CXCR6 inh
CCn1c(SCC(=O)Nc2nccs2)nnc1-c1ccc(S(=O)(=O)N2CCCCCC2)cc1
 : -2 | -2 | 9 | -9 | 9.9 | 1 | 4 | -10
Cc1ccc(C(C(=O)NCCc2ccccc2)N(C(=O)c2csnn2)C2CC2)o1 (centres undefined)
 : -1 | -1 | 1 | -9 | -0.6 | 2 | 5 | 10
O=C(CCC1CCCN(C(=O)c2cc3ccccc3o2)C1)NCc1ccc(F)c(F)c1 (centres undefined)
 : -2 | nt | -51 | 12 | 0.0 | nt | 12 | -14
COc1cc2c(cc1OC)C(c1ccccc1Cl)N(C)CC2 (centres undefined)
 : 1 | -9 | 12 | -3 | 1.8 | -7 | 16 | 3
Cc1cccc(C(=O)OCC(=O)Nc2ccc3c(c2)OCCO3)c1O
 : 1 | -3 | -12 | -10 | 0.0 | 3 | 4 | 4
CCCCNC(=O)N(CC)c1c(N)n(Cc2ccccc2)c(=O)[nH]c1=O
 : -1 | -2 | 2 | -5 | -1.1 | 2 | -12 | 6
CCn1cc(C(=O)O)c(=O)c2cc(S(=O)(=O)N3CCCCCC3)ccc21
 : 2 | -5 | -6 | -5 | -1.2 | 0 | 13 | 4
NC(=O)c1ccc(NC(=O)COC(=O)CC2CC3CCC2C3)cc1 (centres undefined)
 : 0 | -5 | 0 | 4 | -0.6 | -5 | 3 | 2
CC12CCC(C(NC(=S)NN)C1=O)C2(C)C (centres undefined)
 : 0 | nt | 0 | -1 | -3.2 | nt | 0 | -2
COc1ccc(CCC(=O)NNC(=O)Nc2cccc(Cl)c2)cc1
 : 4 | -5 | 6 | 1 | -1.2 | 0 | -1 | 1
CC(C)CC(COCc1ccc(Cl)cc1)N1CCN(C(=O)c2cccc(C(F)(F)F)c2)CCC1=O (centres undefined)
 : -3 | -9 | 4 | 13 | 2.8 | -4 | 9 | 1
OCCc1c[nH]c2cc(F)ccc12
 : 4 | -9 | -28 | -2 | -0.5 | -3 | 5 | -4
CCOC(=O)c1ccccc1NC(=O)c1ccccc1NS(C)(=O)=O
 : -2 | -2 | 2 | 1 | 0.9 | -1 | 26 | 13
O=C(NCc1ccco1)C1(S(=O)(=O)c2ccccc2)CC=CC1
 : 0 | -10 | 5 | 3 | -0.6 | -4 | -3 | -2
CN(C(=O)COC(=O)COc1ccc2ccccc2c1)c1c(N)n(Cc2ccccc2)c(=O)[nH]c1=O
 : -1 | 10 | 4 | -17 | -0.8 | 3 | 14 | -5
O=[N+]([O-])c1ccccc1/C=N/n1c(C(F)(F)F)n[nH]c1=S
 : 1 | 27 | 3 | -1 | 11 | 3 | 16 | -2
CC(=O)C1CCC2C(CCC3=CC(=O)CCC32)C1 (centres undefined)
 : 1 | nt | -10 | 4 | -0.1 | nt | 5 | 1
Nc1ccccc1Oc1c(F)c(F)c(Oc2ccccc2N)c(F)c1F
 : 10 | 1 | 4 | 14 | -0.4 | -3 | 13 | 11
Cc1ccc(N=Nc2c(N)nn3c(N)c(C#N)c(C)nc23)cc1
 : 26* | -8 | 3 | 14 | 0.1 | 2 | 7 | 9
O=C(Cc1cccs1)Nc1nc(-c2ccc(F)cc2F)cs1
 : 2 | -3 | -5 | 1 | 73* | -5 | -4 | -14
COc1ccccc1NS(=O)(=O)c1cc(NC(=O)c2ccncc2)ccc1N1CCOCC1
 : 0 | -3 | 19 | 2 | -1.2 | -4 | 13 | 4
O=C(c1ccccc1)c1cccc(NC(=O)C2CC2)c1
 : -1 | 14 | -9 | -17 | 7.9 | 0 | 11 | 4
C[C@H]1[C@@H](c2ccccc2)Oc2ccc(Cl)cc2S(=O)(=O)N1Cc1ccc(F)cc1F
 : 15* | nt | -13 | 17 | -2.3 | nt | 0 | 7
CC(C)CC(=O)Nc1ccc(OCC(=O)O)cc1
 : 0 | -6 | 1 | 0 | -1.0 | -1 | -3 | 0
CC1(C)c2[nH]c3ccccc3c2C[C@@H]2C(=O)N(Cc3ccc(F)cc3)C(=O)N21
 : 3 | -5 | -8 | -5 | 1.0 | -5 | -13 | -7
Cc1ccc(S(=O)(=O)N(C)CC(=O)OCc2nnc(-c3ccccc3)o2)cc1
 : 0 | -3 | 0 | -6 | 0.1 | -1 | 4 | 1
CCOC(=O)C1=C(CN2CCSCC2)NC(=O)NC1c1cccc([N+](=O)[O-])c1 (centres undefined)
 : -1 | 0 | -14 | -14 | 2.6 | 3 | 2 | 0
Nc1ccc(Oc2cccc(Oc3ccc(N)cc3)c2)cc1
 : -17 | -5 | 34 | 8 | 1.0 | -3 | 3 | 12
C[C@H](CO)N1C[C@H](C)[C@@H](CN(C)S(=O)(=O)c2cccs2)Oc2ccc(NC(=O)Nc3ccc(C(F)(F)F)cc3)cc2C1=O
 : 23* | -3 | -24 | -5 | -1.3 | -3 | 5 | -4
CCCCC(=O)NC(=S)Nc1cc(C(=O)O)ccc1OC
 : -1 | 4 | -5 | 9 | -1.9 | 2 | 5 | -1
CCOC(=O)N1CCC(NC(=O)CS(=O)Cc2nc(-c3ccc(Cl)cc3)oc2C)CC1 (centres undefined)
 : 3 | -9 | 18 | -2 | -0.5 | -2 | 2 | -7
COc1ccc(N2C(=O)[C@H]3CCC=C[C@H]3[C@@H]2c2ccccc2Br)cc1
 : 1 | 0 | -8 | 5 | -0.2 | 2 | 19 | 0
CCOc1cc(C(=O)N/N=C(\C)Cc2ccc(OC)cc2)cc(OCC)c1OCC
 : 1 | -5 | -2 | -1 | 2.0 | -2 | -1 | -23
CC(C)CCNC(=O)C(c1ccncc1)N(Cc1cccs1)C(=O)Cn1nnc(-c2ccc(F)cc2)n1 (centres undefined)
 : -9 | -3 | 5 | 10 | 0.0 | -2 | 25 | 10
O=C(Nc1cccc(Cl)c1)N(CCCN1CCOCC1)Cc1ccccc1F
 : 4 | 0 | 5 | -20 | 95* | 5 | 6 | 3
COc1ccc(CC(=O)N(Cc2ccccc2)C(C)C)cc1
 : 0 | 13 | 4 | -5 | 0.8 | 0 | 15 | -5
CC(=O)Nc1cccc(-c2nnc3n2CC(C)S3)c1 (centres undefined)
 : 2 | -4 | 3 | -2 | -3.0 | 0 | -7 | -6
COc1ccc(-c2[nH]ncc2CN2CCC(OCc3cccnc3)CC2)c(F)c1
 : 0 | -1 | 20 | -4 | -1.8 | -2 | 8 | -3
CN(C)CC(=O)N1c2ccccc2CCc2ccc(NC(=O)c3ccc(N)cc3)cc21
 : -1 | -10 | 7 | -1 | 0.4 | -6 | -7 | 5

# Limited to CCR6 antag, for some of the entries so far:
SMILES | CCR6 antag
O=C(Cc1ccc(F)cc1)Nc1ccc2[nH]ncc2c1 | -18
CCOC(=O)c1ccccc1NC(=O)c1ccccc1NS(C)(=O)=O | 26
CC(C)C(=O)Nc1cccc(COc2cccc(CN(Cc3ccccc3)C(=O)OC(C)(C)C)c2)c1 | 10
O=C(NCc1ccco1)C1(S(=O)(=O)c2ccccc2)CC=CC1 | -3
CCOC(=O)N1CCC(NC(=O)CS(=O)Cc2nc(-c3ccc(Cl)cc3)oc2C)CC1 (centres undefined) | 2
COc1ccccc1NS(=O)(=O)c1cc(NC(=O)c2ccncc2)ccc1N1CCOCC1 | 13
CSc1ccc(NC(=O)NCc2cccnc2)cc1 | -3

# Three compounds out of the list, arranged by heavy-atom count, rising.
# The line under a structure holds: NR3A LBD binder | APOBEC3G inh | Gli-Sufu antag | EBI2 antag | MPTP block | APOBEC3A inh | CCR6 antag | CXCR6 inh
O=S(=O)(Cc1cc(-c2ccccc2)no1)c1ccccc1
 : 0 | -13 | -30 | 9 | -1.1 | 2 | 17 | 2
COc1cc2c(cc1OC)C(c1ccccc1Cl)N(C)CC2 (centres undefined)
 : 1 | -9 | 12 | -3 | 1.8 | -7 | 16 | 3
Cc1ccc2oc(=O)c3cnn(CC(=O)NCCCOC(C)C)c3c2c1
 : -5 | 3 | 38 | -4 | -1.2 | 3 | 13 | -3
